Abeta yeast res = A-beta toxicity reversal in yeast. yeast expressing A-beta42, growth rescue, OD600, 48 h; response scale: 0% DMSO, 100% iron-clioquinol control. Potency, µM (doses to about 46.1 µM), inactives show top-dose growth rescue, hits mostly activators. 410,000 tested, 0.063% active; also: potency is read from the fitted curve at half-maximal effect; nearly all actives have a fitted effect of over 55% in size
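Growth rescue measured by 600 nm absorbance after 48 h yeast culture at 30 C with compound. Values normalized between DMSO and an equimolar ferric chloride plus clioquinol control.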
GLP1R ag = GLP-1 receptor (human) agonism. P43220. HEK293 GLP-1R CRE-luciferase, luminescence, 4-6 h; cells express a hypersensitive GLP-1R form. Potency, µM (top dose mostly 45.6 µM), inactives show top-dose activation, actives largely listed as activators. 380,000 tested, 0.007% active. AID 624172; also: potency is read from the fitted curve at half-maximal effect; % of control where 0% means no effect
Target sequence (P43220 whole entry, looked up): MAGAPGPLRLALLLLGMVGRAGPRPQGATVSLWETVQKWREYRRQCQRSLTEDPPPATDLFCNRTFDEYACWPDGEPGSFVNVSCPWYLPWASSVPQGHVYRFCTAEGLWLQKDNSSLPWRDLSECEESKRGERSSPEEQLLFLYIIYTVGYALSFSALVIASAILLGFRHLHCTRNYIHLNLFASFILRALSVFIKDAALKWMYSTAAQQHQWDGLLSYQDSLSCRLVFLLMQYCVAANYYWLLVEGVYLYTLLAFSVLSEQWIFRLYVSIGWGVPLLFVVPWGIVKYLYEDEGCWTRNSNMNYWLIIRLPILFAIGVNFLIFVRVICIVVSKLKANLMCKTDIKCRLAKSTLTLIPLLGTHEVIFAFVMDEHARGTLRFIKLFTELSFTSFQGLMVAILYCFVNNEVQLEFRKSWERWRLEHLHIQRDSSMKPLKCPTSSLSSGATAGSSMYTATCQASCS
PTHR1 agonist = agonists of human PTHR1 parathyroid hormone receptor | HEK293 GP2 PTHR1 cells, GloSensor cAMP luminescence, 1 h | 410,000 tested, 0.075% active | Potency, µM (titrated, usually from 115 µM), without a hit: top-dose activation, usual class: activators | AID 743266; also: potency is read from the fitted curve at half-maximal effect; nearly all actives have a fitted effect of over 55% in size; some results filed as inactive show a strong effect at the top dose; inactives centre near -15; many of its hits are not listed in these tables
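HEK-293-derived GP2 cells expressing PTHR1 and a GloSensor cAMP reporter, 3,000/well, plated overnight, given luciferin plus IBMX (each 0.5 mM as added) for 1 h at 37 °C, then compound for 1 h at 37 °C. Luminescence was read after 15 min at room temperature.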
D3 antag = blocks the human D3 dopamine receptor | 360,000 tested, 2.5% active | P35462 | D3R cells, DiscoveRx beta-arrestin luminescence, antagonist mode; active compounds read low | AID 652054 | max response, negative = inhibition, %; in the data active = max response below about -50%; inconclusive = no clear call, values can overlap the other calls; also: % is scaled to controls: 0 for no effect and ±100 for the full control effect; mostly tested at two doses, the higher about 12 µM
Target sequence (P35462 whole entry, looked up): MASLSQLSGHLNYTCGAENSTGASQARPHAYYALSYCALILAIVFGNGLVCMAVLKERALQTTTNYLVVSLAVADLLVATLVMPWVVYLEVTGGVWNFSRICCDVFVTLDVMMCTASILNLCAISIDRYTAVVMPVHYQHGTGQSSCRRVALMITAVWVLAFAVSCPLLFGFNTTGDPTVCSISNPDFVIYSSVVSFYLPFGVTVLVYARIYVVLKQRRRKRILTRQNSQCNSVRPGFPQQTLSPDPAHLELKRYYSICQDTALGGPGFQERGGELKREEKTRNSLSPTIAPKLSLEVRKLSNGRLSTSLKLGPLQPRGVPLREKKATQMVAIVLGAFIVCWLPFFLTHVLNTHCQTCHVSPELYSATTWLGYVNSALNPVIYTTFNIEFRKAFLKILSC
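Cells plated overnight at 1500 cells/well, then exposed to library compounds with dopamine controls for 90 minutes at 37 degrees C. DiscoveRx reagent added for 30–60 minutes at room temperature; luminescence read, quantitative HTS format.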
TDP-43 yeast inh = rescues yeast growth from TDP-43 toxicity; TDP-43 expressing yeast growth rescue, BacTiter-Glo, 24 h; Potency, µM (doses to about 46.1 µM), inactives show top-dose growth rescue (activation), most hits filed as activators; 410,000 tested, 1.8% active; AID 652104; also: potency is read from the fitted curve at half-maximal effect; % of control where 0% means no effect; nearly all actives have a fitted effect of over 50% in size
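Luminescence from BacTiter-Glo reports growth of TDP-43-expressing yeast after 24 hr at 30 deg C with compound. Cells were raffinose-pregrown to mid-log, then seeded in galactose medium at OD600=0.02.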
pAkt inh = blocks phosphorylation of Akt. Neuro2A IGF-stimulated pAkt S473 HTRF, 20 min; active compounds read low. activity change, % for hits at 50 µM. 360,000 tested, 0.32% active; in the data active = activity change below about -80%; inconclusive = mostly about -51% to -80%; also: % is scaled to controls: 0 for no effect and ±100 for the full control effect
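Single-point screen (50 µM final compound) in Neuro2A cells stimulated 20 min with 6 nM IGF at 37 deg C. After lysis, Ser473-phosphorylated Akt read by HTRF (ex 330 nm, em 615/665 nm) as the 665/615 ratio.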
aSyn yeast inh = rescues yeast growth from alpha-synuclein toxicity | Yeast expressing alpha-synuclein, growth rescue, BacTiter-Glo, 24 h | Potency, µM (top dose mostly 46.1 µM), inactives show at the highest dose growth rescue (activation), usual class: activators | 370,000 tested, 0.14% active | AID 652106; also: potency is read from the fitted curve at half-maximal effect; % of control where 0% means no effect; nearly all actives have a fitted effect of over 65% in size
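Readout is rescue of growth in alpha-synuclein-expressing yeast, so inhibitors of toxicity appear as activators. Growth after 24 hr at 30 deg C in galactose medium is quantified by luminescence.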
GLP-1R inv ag = GLP-1 receptor (human) inverse agonism | P43220 | HEK293 GLP-1R CRE-luciferase, luminescence, 24 h; GLP-1R form is constitutively active | Potency, µM (top dose mostly 38.3 µM), for the others: at the highest dose activity change, negative = inhibition, actives largely listed as inhibitors | 410,000 tested, 1.6% active | AID 624417; also: potency is read from the fitted curve at half-maximal effect; % is scaled to controls: 0 for no effect and ±100 for the full control effect; nearly all actives have a fitted effect of over 55% in size
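GLP-1R inverse agonism mode: basal reporter luminescence in engineered HEK293 cells measured after one day of compound exposure at 37 deg C, with a 12 min room-temperature detection step.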
FUS yeast rescue = FUS proteinopathy suppression in yeast; S. cerevisiae FUS-expressing, growth rescue, OD600, 24 h; Potency, µM (top dose mostly 76.6 µM), inactives show top-dose growth rescue (activation), usual class: activators; 390,000 tested, 0.24% active; AID 1347120;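 also: potency is read from the fitted curve at half-maximal effect; plate controls were DMSO vehicle for no effect and reference control for full effect; nearly all actives have a fitted effect of over 55% in size; some results filed as inactive show a strong effect at the top dose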
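Read-out: OD at 600 nm after 24hr at 30C, reporting rescue of FUS-induced yeast toxicity. Cells at OD 0.005 in galactose (2%) minimal medium; compounds tested in a dilution series; CP55940 titration from 92uM final as control.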
* marks the source's active call; other numbers are inactive results; i = inactive; ? = inconclusive; . = not tested or not shown; [ ] = another dose, or the depositor's remark. Unless noted, calls follow the shape of the dose curve; as a rule, active = well fitted curve in the direction sought with a large enough effect; inconclusive = small, poorly fitted or top-dose-only effect, or another doubt; inactive = no such curve, though single readings can be large; an effect the other way counts as inactive or inconclusive. An excerpt. The share of hits here may be higher or lower than overall.

SMILES	Abeta yeast res	GLP1R ag	PTHR1 agonist	D3 antag	TDP-43 yeast inh	pAkt inh	aSyn yeast inh	GLP-1R inv ag	FUS yeast rescue
COCCNC(=O)C(c1cccs1)N(CCc1ccccc1)C(=O)Cn1nnc2ccccc21 (configuration not stated)	-7%	1%	?	5	-15%	i	-3%	-3%	3%
CCN(CC)C(=O)CSc1nc2ncc(Br)cc2[nH]1	17%	0%	i	11	16%	i	2%	13%	-14%
Cn1c(=O)n(Cc2ccc(Cl)cc2)c2ccccc21	13%	5%	-33%[inhibitor][57.5 µM]	2	?	i	9%	-26%	4%
O=C1C(NS(=O)(=O)c2ccc(Cl)cc2)=C(N2CCCCC2)C(=O)c2ccccc21	-14%	-3%	-6%	-16	7%	i	9%	?	.
CSc1ccccc1NC(=O)COC(=O)CCC(=O)c1ccc(F)cc1	8%	4%	i	19	28%	i	-16%	4%	2%
OCC[C@@H]1C[C@H](O)[C@@H](O)[C@@]2(Cc3ccccc3CO2)O1	-17%	-5%	-9%	-25	1%	i	-4%	7%	-14%
NC(=O)CN1C(=O)C(O)(CC(=O)/C=C\C=C\c2ccccc2)c2ccccc21 (configuration not stated)	3%	1%	-12%	-6	7%	i	3%	8%	.
CC(C)=CCN1CCN(Cc2ccc3nsnc3c2)CC1CCO (configuration not stated)	8%	-5%	-1%	7	8%	i	-2%	-13%[0.307 µM]	0%
CCCOC(=O)Nc1ccc(C(N)=O)cc1	-5%	27%	i	18	7%	i	3%	6%	8%
COCCN(CCOC)S(=O)(=O)c1ccc(C(=O)Nc2nc(-c3ccncc3)cs2)cc1	-8%	3%	-11%[57.5 µM]	6	3%	i	1%	18%	2%
COc1ccc(O)c(C(=O)c2cc(C#N)c(=O)n(-c3ccc(Cl)cc3)c2)c1	-27%	0%	?	17	-1%	i	-1%	-3%	37%
Cc1sc2ccccc2c1CNC[C@H]1O[C@@H](n2ccc(N)nc2=O)[C@H](O)[C@@H]1O	-6%	2%	-16%	11	0%	i	-1%	4%	-25%
CC(C)n1nc(C(=O)OCC(=O)NCCc2ccc(S(N)(=O)=O)cc2)c2ccccc2c1=O	-7%	-2%	-37%[inhibitor]	88	1%	i	-8%	7%	-1%
O=c1c2ccccc2ncn1CCCCOc1ccc(Br)cc1	10%	-4%	-49%[inhibitor]	18	14%	i	13%	-11%	-38%
Cc1cccc(NS(=O)(=O)c2c(C)noc2C)c1	13%	7%	i	7	2%	i	5%	-12%	-11%
Cc1cc(=O)n2[nH]c(NCc3c(F)cccc3Cl)nc2n1	5%	5%	i	2	-12%	i	2%	15%	7%
Cc1cccc(OCC(=O)NC(=S)Nc2ccccc2N2CCOCC2)c1	8%	8%	i	22	13%	i	-1%	?	.
Cc1nc([N+](=O)[O-])c(C(=O)OCc2ccccc2Br)n1C	-20%	14%	-15%	6	15%[9.22 µM]	i	1%	-2%	0%
CCN(CC)c1ccc(N)cc1	-33%[inhibitor]	8%	i	-7	29%	i	-15%	-22%	9%
COc1cc2oc(=O)c(CC(=O)NCc3ccc(OC)c(OC)c3)c(C)c2cc1Cl	3%	.	i	.	16%	.	.	3%	-14%
CCc1nn(CC(=O)Nc2cc(C)cc(C)c2)c(=O)c2cc3sccc3n12	-4%	.	i	.	5%	.	.	-26%	-11%
CCCNC(=O)CCn1cc(-c2ccc(OC)cc2)nc1CCN	-15%	3%	2%	-5	-12%	i	-4%	5%	-4%
CCOC1=C2CN(S(=O)(=O)c3ccc(C)cc3)[C@H](c3ccccc3)C[C@@H]2N(S(C)(=O)=O)[C@H](c2ccccc2)C1	13%	-5%	-2%	4	22%	i	?	5%	21%
CC(=O)c1cnc(-c2ccccc2Cl)s1	-1%	17%	-24%	11	?	i	2%	9%	-35%
Cc1cccc(C)c1NC(=O)CSc1ccc([N+](=O)[O-])cn1	-1%	0%	i	-13	-4%	i	-4%	16%	.
Cc1cccc(N2CCN(C(=O)c3cccc(S(=O)(=O)N4CCc5ccccc5C4)c3)CC2C)c1 (configuration not stated)	4%	-11%	-4%	10	17%	i	15%	?	.
O=C(Nc1nonc1-c1ccc(Cl)cc1)c1ccccc1	-6%	4%	-52%[inhibitor]	14	12%	i	-10%	-31%	16%
CCOCCCNC(=S)N1CCC(C(=O)c2ccc(C)cc2)CC1	11%	0%	-29%	-7	-14%	i	-7%	?	19%
COC(=O)c1cc2occc2n1Cc1nc(-c2ccccc2Cl)oc1C	5%	5%	i	47	29%	i	3%	-2%	-23%
Cc1cc(=O)[nH]c(SCC(=O)Nc2ccc(Br)cc2)n1	8%	5%	-3%	-13	1%	i	0%	9%	-18%
CC(C)(C)NS(=O)(=O)c1ccc(NS(=O)(=O)c2ccc(F)cc2)cc1	4%	-1%	i	?	8%	i	0%	1%	5%
CC(=O)Nc1ccc(S(=O)(=O)N(C)CC(=O)N/N=C/c2cccs2)cc1	-2%	7%	-5%	4	-2%	i	-7%	1%	-15%
Cc1ccc2nc(CSc3nnc(NC(=O)COc4ccccc4)s3)cc(=O)n2c1	-7%	.	26%	.	9%	.	.	8%	4%
O=c1ccc(-c2ccc(S(=O)(=O)N3CCN(c4ccccc4)CC3)o2)n[nH]1	6%	2%	-2%	-12	0%	i	-6%	28%	8%
O=C(N/N=C/c1ccccn1)c1cc(-c2ccc(Br)cc2)nc2ccccc12	-23%	1%	?	-95*	-1%	i	?	?	?
COC(=O)c1ccccc1NC(=O)c1ccc2c(c1)CCN2S(C)(=O)=O	-9%	.	i	.	4%	.	.	2%	5%
CC1CCN(Cc2cc(=O)oc3cc(O)c(Cl)cc23)CC1	-21%	-3%	-23%	-6	-6%	i	-2%	-13%	-10%
CCNc1nc2c(c(=O)[nH]c(=O)n2C)n1CC(O)COc1ccc(Cl)cc1Cl (configuration not stated)	-12%	.	-11%	.	9%	.	.	?	-5%
COc1cc(C(=O)NCCC2=CCCCC2)cc(OC)c1OC	3%	2%	i	-62*	7%	i	1%	0%	2%
NS(=O)(=O)c1ccc(CCNC(=O)C2CCN(S(=O)(=O)c3ccc(Br)s3)CC2)cc1	-19%	6%	-6%	-10	-9%	i	-4%	-13%	1%
CC12CCC(=O)C=C1CCC1C2CCC2(C)C1CC1C3C(=O)N(Cc4ccccc4)C(=O)C3CC(=O)C12 (configuration not stated)	-29%	10%	-5%	-26	?	i	-5%	?	?
CCc1ccc(NC(=O)C2CCCN2S(=O)(=O)c2ccc3nc(-c4ccccc4)[nH]c3c2)cc1 (configuration not stated)	-33%	.	-12%	.	5%	.	.	?	-5%
O=C(Nc1ccc(F)cc1)C1CCN(S(=O)(=O)c2cccs2)CC1	-4%	15%	-46%[inhibitor]	-5	23%	i	2%	-19%	-36%
O=C(N/N=C/c1ccsc1)C1CC1	7%	-7%	i	25	17%	i	10%	1%	-12%
Cc1cc(C)c2c(N)c(C(=O)NN)sc2n1	20%	1%	-11%	-5	13%	i	0%	51%[activator]	16%
CCOC(=O)c1[nH]c2ccc(OC)cc2c1NS(=O)(=O)c1ccc(OC)cc1OC	6%	-2%	-12%	3	7%	i	1%	-11%	7%
CC(C)Cc1nnc(NC(=O)C2CCN(C(=O)c3ccc(F)cc3)CC2)s1	15%	3%	-7%	2	0%	i	7%	-9%	1%
C/C(=N\Nc1cc(N2CCOCC2)ncn1)c1cccc([N+](=O)[O-])c1	-15%	2%	i	12	11%	i	-11%	20%	-34%
N#Cc1ccc(OCC(=O)OCC(=O)NC2CC2)cc1	5%	7%	i	23	7%	i	-3%	0%	.
O=C(COC(=O)c1cccc(Br)c1)Nc1cccc2c1C(=O)c1ccccc1C2=O	2%	9%	i	12	9%	i	-2%	14%	18%
Cc1cccc(CN2C(=O)N/C(=C/c3cc(C)n(-c4cc(C)ccn4)c3C)C2=O)c1	-3%	-8%	-22%[57.5 µM]	19	-5%	i	-3%	10µM*	19%
COc1cc(NC(=S)NN2CCOCC2)cc(OC)c1	24%	0%	-18%	9	19%	i	-2%	8%	10%
Cc1ccc(S(=O)(=O)NN=C(c2ccccc2)c2cccs2)cc1	6%	-2%	-26%	0	17%	i	-10%	?	-4%
O=C(CNC(=O)c1ccco1)NCC(=O)OCc1ccccc1Cl	5%	11%	i	2	-6%	i	0%	-4%	0%
CC(C)Cc1nnc(NC(=O)CN2C(=O)NC3(CCCC3)C2=O)s1	2%	2%	i	-3	5%	i	1%	1%	0%
Cc1ccc(NC(=O)CSc2nc3c(c(=O)[nH]2)CCC3)cc1Cl	-4%	.	i	.	18%	.	.	-3%	-6%
NS(=O)(=O)c1ccc(NC(=O)CSc2nnc(-c3cnccn3)n2-c2ccccc2)cc1	17%	-6%	i	?	1%	.	4%	-2%	-3%
CC(=O)NC(CC(=O)Nc1ccc2c(c1)OCCO2)c1ccccc1 (configuration not stated)	-3%	7%	i	-6	-11%	i	0%	25%	6%
O=c1[nH]c(SCc2ccc(OC(F)(F)F)cc2)nc2c1CCC2	-9%	-1%	-35%[inhibitor]	5	9%	i	-3%	9%	-8%
CCOP(=O)(OCC)C(C#N)=C1SCN(c2ccc(Cl)cc2)CS1	13%	4%	-26%	-1	18%	i	-1%	6%	25%
CC(=O)Nc1ccc(S(=O)(=O)N2CCN(c3ccc(C)c(Cl)c3)CC2)cc1	-3%	-1%	i	7	14%	i	7%	-11%	-17%
